CHOP UPR activ = apoptotic UPR (CHOP) activation; CHO-CHOP luciferase reporter, luminescence; percent of tunicamycin response over DMSO baseline; activation, % at 10 µM; 330,000 tested, 0.34% active;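 active = at 10 µM dose, activation of 40% or more, normalized to positive control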;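 also: 100% = tunicamycin at 10 µg/mL and 0% = DMSO alone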
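Material: CHO-CHOP cells, stable luciferase reporter of PERK-eIF2a-CHOP signalling; quantity: 500 reporter cells seeded per well; buffer or medium: F12 medium containing 10% fetal bovine serum; compound: one dose, 10 µM in 0.5% DMSO; incubation: 6 h compound treatment, 37 °C; measured by: Steady-Glo luciferase luminescence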
TIM10 inh = growth inhibitors of TIM10 yeast strain | S. cerevisiae TIM10 strain growth, BacTiter-Glo luminescence, 24 h | inhibition, % at 10 µM | 330,000 tested, 1.4% active | AID 463195;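 active = inhibition of 40% or more at the single tested concentration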;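 also: wild-type TIM10 isogenic control strain grown at permissive 25 °C; 0% = DMSO yeast wells and 100% = minimal medium wells without yeast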
tim23-1 inh = growth inhibitors of tim23-1 mutant yeast; S. cerevisiae tim23-1 growth, BacTiter-Glo luminescence, 24 h; 330,000 tested, 1.3% active; inhibition, % at 20 µM; AID 463212;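 active = growth inhibition of the mutant yeast at or above 50%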;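 also: temperature-sensitive mutant grown at 25 °C; plate controls were DMSO-treated mutant yeast for no effect and medium wells lacking yeast for full effect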
Mdm2 MdmX PPI = inhibitors of human Mdm2/MdmX interaction; inhibition, % at 8 µM; 330,000 tested, 3% active; SaOS-2 split-luciferase Mdm2/MdmX complementation, luminescence; AID 485346; O15151+Q00987;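 active = inhibition of at least 50% at 8 µM in the primary screen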
Target sequence (O15151 whole entry, looked up): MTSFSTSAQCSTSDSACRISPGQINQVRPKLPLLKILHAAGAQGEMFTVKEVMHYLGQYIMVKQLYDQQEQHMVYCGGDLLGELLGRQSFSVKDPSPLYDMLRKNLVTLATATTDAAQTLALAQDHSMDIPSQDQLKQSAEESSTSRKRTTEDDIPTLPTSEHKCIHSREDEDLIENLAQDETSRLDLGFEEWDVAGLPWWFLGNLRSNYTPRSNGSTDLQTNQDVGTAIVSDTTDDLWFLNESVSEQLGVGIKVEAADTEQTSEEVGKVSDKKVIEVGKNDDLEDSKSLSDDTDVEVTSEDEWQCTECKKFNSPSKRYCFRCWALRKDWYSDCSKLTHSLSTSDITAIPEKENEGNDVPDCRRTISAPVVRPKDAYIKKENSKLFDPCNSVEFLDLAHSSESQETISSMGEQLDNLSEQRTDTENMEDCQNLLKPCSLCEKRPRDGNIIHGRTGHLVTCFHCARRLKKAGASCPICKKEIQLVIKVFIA
Target sequence (Q00987 whole entry, looked up): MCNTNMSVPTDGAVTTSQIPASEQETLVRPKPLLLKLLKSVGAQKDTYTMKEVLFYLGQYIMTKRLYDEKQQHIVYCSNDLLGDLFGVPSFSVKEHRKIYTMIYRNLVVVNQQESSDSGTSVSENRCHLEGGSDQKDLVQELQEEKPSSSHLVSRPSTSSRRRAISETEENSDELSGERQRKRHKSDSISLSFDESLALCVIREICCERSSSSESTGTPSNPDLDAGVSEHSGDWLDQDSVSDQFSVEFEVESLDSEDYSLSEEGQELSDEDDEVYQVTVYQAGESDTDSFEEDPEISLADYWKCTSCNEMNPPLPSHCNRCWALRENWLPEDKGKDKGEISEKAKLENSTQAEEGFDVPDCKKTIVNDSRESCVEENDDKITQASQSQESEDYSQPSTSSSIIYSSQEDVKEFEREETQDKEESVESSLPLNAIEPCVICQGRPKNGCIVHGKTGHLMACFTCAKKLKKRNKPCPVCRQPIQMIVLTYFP
Jurkat NFkB inh = lowers PMA/ionomycin-induced NF-kB signal in Jurkat cells; PMA/ionomycin-induced NF-kB luciferase reporter, luminescence; AID 435003; inhibition, % at 4 µM; 330,000 tested, 0.53% active; in the data active = inhibition above about 50%
tim10-1 inh = tim10-1 yeast growth inhibition; inhibition, % at 20 µM; 330,000 tested, 2.2% active; S. cerevisiae tim10-1 ts strain growth, BacTiter-Glo, 24 h;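 active = inhibition of at least 40%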;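 also: mutant grown at 25 °C; 0% = DMSO wells with yeast and 100% = wells holding no yeast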
XBP1 UPR activ = adaptive UPR (XBP1) activation | CHO-XBP1 luciferase reporter, IRE1-XBP1 UPR activation, luminescence; percent of tunicamycin response, DMSO as zero | activation, % at 20 µM | 330,000 tested, 0.33% active;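 active = versus positive control, 20 µM dose yields 30% or more activation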;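 also: 100% = tunicamycin at 10 µg/mL and 0% = DMSO only wells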
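Material: CHO cell line with stable XBP1 luciferase reporter; buffer or medium: F12 medium containing 10% fetal bovine serum; compound: single point, 20 µM final compound, 1% DMSO; incubation: 6 h treatment, 37 °C; measured by: glow luminescence from Steady-Glo reagent; evaluation: activation, % of tunicamycin; control set: tunicamycin high, DMSO low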
697 NFkB inh = lowers PMA/ionomycin-induced NF-kB signal in 697 B cells; inhibition, % at 4 µM; AID 435022; 330,000 tested, 0.33% active; 697 B-cell NF-kB luciferase reporter, 16 h; in the data active = inhibition above about 35%
* marks the source's active call; other numbers are inactive results.

SMILES | CHOP UPR activ | TIM10 inh | tim23-1 inh | Mdm2 MdmX PPI | Jurkat NFkB inh | tim10-1 inh | XBP1 UPR activ | 697 NFkB inh
CCO[C@@H]1OC(C(=O)N2CCN(Cc3ccccc3)CC2)=C[C@H](c2cn(C(C)=O)c3ccccc23)[C@H]1CCCO | 1.0 | -1 | 0 | 13 | 13 | -11 | -1 | -17
COc1cc(N/C(=N/S(=O)(=O)c2ccccc2)c2ccccc2)ncn1 | 2.6 | 1 | 31 | -9 | -20 | 26 | 0 | -27
CCc1cccc2c(C(=O)CSc3nnc(-c4ccncc4)n3C)c[nH]c12 | 0.7 | -1 | 6 | -3 | 6 | 8 | 1 | 12
COc1nc(OC)nc(N2CCC(C(=O)NC3CC3)CC2)n1 | -1.4 | 3 | 13 | 25 | -12 | -4 | -1 | -1
C[C@H](NCc1c[nH]c2ccccc12)c1ccccc1 | 1.1 | 5 | 4 | 3 | 9 | 0 | -4 | 11
Cc1cccc(-n2c(O)c(C=NCc3ccccn3)c3ccccc3c2=O)c1 | 0.0 | 24 | 31 | 6 | -20 | 29 | 4 | -19
COCCN(C(=S)Nc1ccccc1C)C(C)c1cccs1 (stereo not drawn) | 0.3 | 10 | 43 | -9 | -4 | 16 | -3 | 0
CCOC(=O)c1sc(NC(=O)C2CC(=O)N(c3ccc4c(c3)OCCO4)C2)nc1C (stereo not drawn) | -1.4 | 9 | 10 | -14 | -5 | 5 | 0 | 8
COC(=O)C1=C(C)N(Cc2ccccc2)C(=NCc2ccccc2)N[C@H]1c1cccc(F)c1 | 4.0 | 9 | 12 | 74* | 17 | 19 | 5 | 7
COc1ccccc1NC(=O)C(=O)NCCCN1CCCC1=O | -1.0 | -6 | -18 | -8 | -14 | 0 | 3 | -4
CC1(C)CC(=O)C2=C(C1)OC1=C(C(=O)CC(C)(C)C1)C2c1ccc(O)c([N+](=O)[O-])c1 | -0.6 | 4 | 25 | 13 | 10 | 29 | -2 | 0
Cc1ccc(NC(=O)C(C)Sc2nnc(C)n2CC2CCCO2)cc1 (stereo not drawn) | 3.7 | -6 | -3 | 14 | 6 | 1 | 1 | 1
C/C(=N\NC(=O)Cn1ccc(C(F)(F)F)n1)c1ccc2c(c1)OCO2 | -1.1 | -9 | -5 | 2 | -8 | -6 | 3 | 1
O=C(OCC(=O)c1ccc[nH]1)C1=COCCO1 | 0.8 | -8 | -5 | 5 | -2 | -4 | 2 | 15
Cc1ccc(S(=O)(=O)N2CCCCC2)cc1NC(=O)COC(=O)Cc1c(F)cccc1Cl | -1.5 | 2 | 7 | 14 | 1 | 16 | -1 | 2
O=C(OC1CCOC1=O)c1cncc(Br)c1 (stereo not drawn) | 1.1 | -18 | 10 | 7 | 0 | -2 | 0 | 9
O=S(=O)(/C=C/c1ccccc1)Nc1ccc(N2CCOCC2)cc1 | -4.8 | -18 | 1 | 14 | -7 | -10 | 2 | 1
O=C1CCN(S(=O)(=O)c2cccs2)c2ccc(C(F)(F)F)cc2N1 | -0.5 | 7 | 2 | -24 | 3 | -3 | -4 | 14
CCOC(=O)c1sc2nccc(OC)c2c1N=CN(C)C | 1.0 | 0 | 24 | -5 | 4 | 7 | -3 | 10
CCN(CC(=O)Nc1ccc2c(c1)OCCO2)c1nc(-c2cccnc2)nc2ccccc12 | 0.0 | 17 | 22 | -3 | -21 | 16 | 0 | -3
CC(C)(C)c1ccc(-n2ncc3c2CCCC3NC(=O)CN2CCCCC2=O)cc1 (stereo not drawn) | -2.7 | -5 | 4 | 21 | -3 | 18 | -5 | -16
COc1ccccc1N1CCN(C(=O)c2ccc(-c3ccc(Cl)cc3)o2)CC1 | -1.1 | 36 | 52* | 56* | 63* | 37 | 11 | -48
CCCCCCCC1(C)NC(=O)N(CC(=O)Nc2cc(C)on2)C1=O (stereo not drawn) | -0.5 | 11 | 9 | 1 | 9 | -3 | -1 | 15
O=CN1CCCN(C(=O)CC2C(=O)NCCN2Cc2cccc(Oc3ccccc3)c2)CC1 (stereo not drawn) | -2.5 | 6 | 11 | 11 | 4 | 1 | -7 | 1
CCOc1cc(C2C(C(=O)OCC(C)C)=C(C)N=C3SCCC(=O)N32)ccc1OC(C)=O (stereo not drawn) | -3.2 | 27 | 11 | -1 | -5 | 25 | 0 | 16
CCOc1ccc(-n2cc(C(=O)Nc3cccc(OC)c3)c3cc(OC)c(OC)cc3c2=O)cc1 | 1.3 | 12 | 23 | 6 | -2 | 42* | 0 | 26
Cc1c(C(=O)NC(C)c2ccccc2)c(-c2ccccc2)nn1-c1ccccc1 (stereo not drawn) | -1.0 | -6 | 33 | 34 | 1 | 22 | -3 | 17
CCCCC(CC)C(=O)NCCCN1CCN(CCCNC(=O)C(CC)CCCC)CC1 (stereo not drawn) | -2.6 | -3 | 17 | 8 | -9 | 8 | 10 | -42
CCc1nnc(NC(=O)CCc2ccccc2OC)s1 | 0.6 | 10 | 5 | 10 | 6 | -11 | -4 | -8
CN(C)CCNC(=O)c1csc(Nc2cccc3ccccc23)n1 | -0.4 | -15 | 5 | 42 | 11 | -1 | -1 | -11
O=C(CCSCCC(=O)NCc1ccco1)NCc1ccco1 | -1.5 | -18 | 10 | -7 | -3 | 9 | -1 | -3
Cc1ccccc1-c1ccc(Nc2ccc(N3CCOCC3)cc2)nn1 | 0.0 | -10 | -23 | -15 | -17 | 1 | -1 | -13
CCOC(=O)N1CCN(c2cc(NCCC(=O)O)c3c4c(onc24)-c2ccccc2C3=O)CC1 | 0.8 | 10 | 33 | -6 | -8 | 39 | -2 | -2
Cc1ccccc1CCNC(=O)C1CCCN(c2cnccn2)C1 (stereo not drawn) | 2.5 | -3 | 1 | -23 | 3 | 18 | -4 | -9
C[C@H](N)c1nnc(SCC(=O)N(C)C)o1 | -1.2 | -7 | -9 | 17 | 5 | 6 | -1 | -2
Cc1ccc(NC(=O)CCNS(=O)(=O)c2ccccc2F)cc1S(=O)(=O)N1CCOCC1 | 0.1 | -3 | 13 | -8 | 4 | 3 | -3 | -2
C=CCn1c(SCc2ccccc2F)nc2cc(C(=O)O)ccc2c1=O | -0.5 | 10 | 28 | 8 | 8 | 14 | -5 | 6
CN1CCC(=NNC(=O)c2ccc(N(Cc3ccc(Cl)cc3)S(C)(=O)=O)cc2)CC1 | 0.7 | 15 | 10 | -33 | -8 | 3 | 1 | 8
Cc1ccccc1NCc1ccc(O)c2ncccc12 | 0.5 | 17 | 16 | 84* | 46 | 29 | 16 | -25
CC(C)(CNC(=O)c1sc2cc(Cl)ccc2c1Cl)N1CCOCC1 | 3.4 | 27 | 39 | -4 | -1 | 37 | 4 | -46
COc1cc(C2N(c3ccc(Cl)cc3)C(=O)C3CCCN32)cc(OC)c1OC (stereo not drawn) | -1.0 | -1 | -4 | 16 | 8 | -13 | -4 | 18
NC(=S)n1[nH]c(-c2ccccc2)c(N=Nc2ccccc2C(=O)N2CCOCC2)c1=O | -0.7 | 21 | 16 | -4 | 4 | 20 | -3 | 23
COc1ccc(NS(=O)(=O)c2cccc(NC(=O)NCCCl)c2)cc1 | 0.1 | 0 | 2 | 5 | -3 | -6 | -3 | -3
COc1cc(C2CC(=O)OC3=C2C(=O)CC(C)(C)C3)cc(OC)c1OC (stereo not drawn) | -1.7 | 5 | 11 | 3 | 1 | 8 | 1 | 9
O=C(O)CC(NC(=O)C12CC3CC(CC(C3)C1)C2)c1cccc([N+](=O)[O-])c1 (stereo not drawn) | 1.1 | 20 | -7 | 14 | -1 | 6 | -4 | 1
CC(C)OC(=O)C1C2C=CC3(CN(Cc4cccs4)C(=O)C13)O2 (stereo not drawn) | -0.7 | -12 | 5 | -1 | -20 | 10 | -1 | 7
Cc1ccc(NC(=O)c2ccco2)c(NC(=O)c2cccs2)c1 | -2.3 | 6 | 3 | 8 | -6 | -6 | -1 | -3
CCCc1nnc(SCC(=O)N2CCCC(C)C2)n1CC1CCCO1 (stereo not drawn) | -1.9 | -24 | 15 | -1 | -25 | 16 | -2 | 0
Cc1ccc(Cn2nnc3c(=O)n(Cc4cccc(C)c4)cnc32)cc1 | -1.6 | 31 | 45 | -5 | 7 | 18 | -1 | 5
CCOC(=O)C1(Cc2ccccc2C(F)(F)F)CCN(C(=O)c2cc(C(C)=O)n[nH]2)CC1 | 1.1 | 8 | 26 | 14 | -7 | 30 | 0 | -9
COc1ccccc1Oc1ccc(S(=O)(=O)N2CCN(C)CC2)cc1 | 0.3 | -18 | -4 | 12 | 2 | -7 | 0 | 19
CCCn1c(N)c(C(=O)CN(C)CC(=O)Nc2c(Cl)cccc2Cl)c(=O)[nH]c1=O | 1.7 | -12 | -19 | 19 | -13 | -12 | -2 | -4
COc1cccc(C2=NOC(C(=O)NC(C)(C)C)C2)c1 (stereo not drawn) | 1.1 | -8 | 18 | -13 | 0 | 4 | 1 | 15
Cn1nc(C(C)(C)C)c([N+](=O)[O-])c1C(=O)N1CCCCCC1 | 0.5 | 5 | 15 | 20 | -5 | 5 | -2 | 0
CC1=NN(C(C#N)c2ccc([N+](=O)[O-])cc2)C(C)(C)C1 (stereo not drawn) | 2.0 | 2 | 15 | 6 | -9 | -5 | -2 | 9
CCCOc1ccc(C(=O)NNC(=S)NC(=O)c2cc(-c3ccc(Cl)cc3)nc3ccccc23)cc1 | 16 | 20 | 22 | 30 | -26 | 46* | 14 | -81
C(=N\Nc1nc2ccccc2s1)/c1ccco1 | -0.3 | 8 | 42 | -174 | -160 | 16 | -4 | -297
COc1ccccc1C(=O)NCCN1CCN(c2ccccc2)CC1 | 0.7 | -7 | -5 | 8 | 9 | -3 | -5 | 6
O=C(CCn1ccc([N+](=O)[O-])n1)NC1CCCCCC1 | 0.0 | 18 | 15 | 0 | -5 | 14 | -1 | 16
COC(=O)[C@H](CC(C)C)NC(=O)Cn1cnc2c(SC)nc(N)nc21 | -0.9 | 4 | 12 | -9 | 5 | 7 | -1 | -8

Sorted by length of the SMILES (ascending): 6 of the compounds above
SMILES | CHOP UPR activ | TIM10 inh | tim23-1 inh | Mdm2 MdmX PPI | Jurkat NFkB inh | tim10-1 inh | XBP1 UPR activ | 697 NFkB inh
COc1cccc(C2=NOC(C(=O)NC(C)(C)C)C2)c1 (stereo not drawn) | 1.1 | -8 | 18 | -13 | 0 | 4 | 1 | 15
O=C(CCn1ccc([N+](=O)[O-])n1)NC1CCCCCC1 | 0.0 | 18 | 15 | 0 | -5 | 14 | -1 | 16
CC1=NN(C(C#N)c2ccc([N+](=O)[O-])cc2)C(C)(C)C1 (stereo not drawn) | 2.0 | 2 | 15 | 6 | -9 | -5 | -2 | 9
Cn1nc(C(C)(C)C)c([N+](=O)[O-])c1C(=O)N1CCCCCC1 | 0.5 | 5 | 15 | 20 | -5 | 5 | -2 | 0
CCCn1c(N)c(C(=O)CN(C)CC(=O)Nc2c(Cl)cccc2Cl)c(=O)[nH]c1=O | 1.7 | -12 | -19 | 19 | -13 | -12 | -2 | -4
CCOC(=O)C1(Cc2ccccc2C(F)(F)F)CCN(C(=O)c2cc(C(C)=O)n[nH]2)CC1 | 1.1 | 8 | 26 | 14 | -7 | 30 | 0 | -9

(next part)
SMILES | CHOP UPR activ | TIM10 inh | tim23-1 inh | Mdm2 MdmX PPI | Jurkat NFkB inh | tim10-1 inh | XBP1 UPR activ | 697 NFkB inh
Cc1ccc(OCc2nnc(SCC(=O)NCc3ccccc3)n2C)cc1 | -0.5 | 1 | 14 | 9 | 8 | -5 | -7 | 15
CCOC(=O)C1CCCN(C(=O)CN2CCN(Cc3ccc(Cl)cc3)C2=O)C1 (stereo not drawn) | -2.8 | 17 | 17 | 7 | 1 | 18 | -3 | 14
C=CCN(CC=C)C(=O)C[n+]1ccc(C(N)=O)cc1 | 3.9 | 11 | 4 | 0 | -4 | -7 | 3 | -14
COc1ccc(-c2nnc(SCC(=O)OC3CCCCC3)o2)cc1OC | 0.3 | 29 | 13 | -9 | -3 | 19 | 0 | -10

Source: PubChem BioAssay (Sanford-Burnham Center for Chemical Genomics)
